# West Nile virus CPE: West Nile virus antiviral activity, cell-based, CPE readout (AID 1621); hit rate 0.02% among 290,000; West Nile virus-infected cells, CPE inhibition; higher % means a stronger effect; CPE inhibition, % at 10 µM; hits with a dose series show IC50 in µM; in the data active means a potency from the dose series; inconclusive means CPE inhibition mostly from about 3.7% at the one dose, without a potency; inactive means the rest, 99 in 100 with CPE inhibition below about 2.2%; further: strong numbers were not always called active
# Myeloid diff 2: induction of myeloid progenitor differentiation, primary screen, cell-based, flow cytometry, MLPCN library; ER-HoxA9 myeloid progenitors, lysozyme-GFP differentiation; calls only at 10 µM; hit rate 1% among 360,000; AID 624256, 2012;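 active means normalized GFP-positive differentiation at or above the plate's own cutoff, the solvent-only control mean plus 3 SD; inconclusive means no clear call, values can overlap the other calls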;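 further: cells exposed to compound for four days before flow analysis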
# RSV CPE inhibition: RSV antiviral activity via CPE protection, HEp-2 cells, primary 10 µM value included (AID 2391); HEp-2 cells, RSV-induced CPE inhibition; higher % means a stronger effect; CPE inhibition, % at 10 µM, or IC50 in µM where a hit was titrated; hit rate 0.13% among 310,000; in the data active means a potency from the dose series; inconclusive means CPE inhibition mostly from about 23% at the one dose, without a potency; inactive means the rest, 99 in 100 with CPE inhibition below about 21%; further: strong numbers were not always called active
# Large T inhibition: SV40 large T antigen inhibitors, biochemical (AID 1903); SV40 large T antigen ATPase/helicase inhibition assay; higher % means a stronger effect; inhibition, % at 20 µM; hits with a dose series show IC50 in µM; hit rate 0.39% among 310,000; in the data active means a potency from the dose series; inconclusive means inhibition mostly from about 32% at the one dose, without a potency; inactive means the rest, 99 in 100 with inhibition below about 32%; further: strong numbers were not always called active
# PhoP inhibition: inhibitors of PhoP regulon expression, primary screen, Salmonella Typhimurium, GFP reporter (AID 1863) | S. Typhimurium PhoP-regulated promoter GFP reporter, 4 h; higher % means a stronger effect | inhibition, % at 50 µM, or IC50 in µM where a hit was titrated | hit rate 0.16% among 300,000;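 active means inhibition over 29.93%, a cutoff 3 SD above the screen mean, later confirmed by dose response; inconclusive means inhibition over 29.93% but no dose response follow-up; inactive means inhibition at most 29.93% or unconfirmed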;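 further: 0% = low Mg2+ inducing control and 100% = high Mg2+ repressing control; strong numbers were not always called active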
# T cell modulator: modulators of CD8 T cell-vesicle binding, primary screen, mouse 2C CD8+ T cells, flow cytometry; hit rate 0.068% among 330,000; AID 2052, 2009; calls only at 7 µM; 2C CD8+ T cell-vesicle binding; active compounds read low;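 active means response, share of CD8 T cells binding vesicles, and their 90th percentile fluorescence all below set limits, cut at about 80% in these data, passing the limit was not always enough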
#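 Incubation: binding step 1.5 h, 37 °C, antibody labelling 20 min, ice; system: murine 2C transgenic CD8+ T lymphocytes; technique: cytometric PE anti-B7-1 and Alexa647 anti-CD8 signals after 1% paraformaldehyde fixation; also added: QL9-charged Drosophila Ld/ICAM-1/B7-1 vesicles; control set: naked versus QL9-loaded vesicles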
# WT yeast gro inh: growth inhibition of WT strain, primary screen, mitochondrial fusion inhibitor project, WT and mutant strains, chemical genetic; mitochondrial fusion phenotypic screen; inhibition, % at 10 µM; hit rate 2.1% among 190,000; in the data active means inhibition above about 58%; tested in S. cerevisiae
# b-catenin transl: modulators of beta-catenin nuclear translocation, primary screen, imaging, HeLa cells, immunofluorescence, high-content | nuclear translocation activity, % at 5 µM | hit rate 0.3% among 190,000 | AID 1665, 2009;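 active means nuclear translocation activity above 50% at 5 µM, with a well cell count of 50 or more; inconclusive means wells under 50 cells across six images, flagged as toxic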;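 further: per-cell ratio of nuclear to cytoplasmic median beta-catenin stain intensity; plate controls were DMSO negative control for no effect and GSK-3 inhibitor IX positive control for full effect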
#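 test system = HeLa cells, endogenous beta-catenin | dosing = single 5 µM dose plus 0.02–20 µM confirmation series | times = compound treatment 24 h, 37°C, 5% CO2 | technique = beta-catenin immunofluorescence imaging with DAPI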
# Rac1 GTP hydrolysis: MgcRacGAP GTPase-activating activity inhibitors, confirmation, biochemical, ADP Hunter fluorescence; AID 624330, 2012; inhibition, % at 30 µM; hits with a dose series show IC50 in µM; MgcRacGAP-stimulated Rac1 GTP hydrolysis, ADP Hunter fluorescence; higher % means a stronger effect; GST-tagged Rac1 F28L mutant substrate; hit rate 0.6% among 340,000;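 active means first-screen hits whose inhibition reached a set limit at any dose in the follow-up dose series; inconclusive means inhibition above the set first-screen limit but never retested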;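 further: fluorescence reports GDP produced by GAP-driven GTP hydrolysis; strong numbers were not always called active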
# WT yeast gro inh mutant strain: further read-out of WT yeast gro inh, marked with its call; inhibition, %; mitochondrial fusion phenotypic screen, mutant strain inhibition
# b-catenin transl cell count 5 µM: also measured in b-catenin transl; calls as there; cell count; measured here: cell count, cytotoxicity flag
# T cell modulator vesicle-bound %: recorded beside T cell modulator, whose call it bears; double positive events, %; measured here: CD8+ vesicle-bound cell fraction;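 binding gate set so that unloaded-vesicle control wells show 10% double positive cells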
# Myeloid diff 2 GFP+ MAC1+ %: recorded beside Myeloid diff 2, whose call it bears; GFP+ MAC1+ double positive, %; measured here: differentiation confirmed by MAC1 staining
# An asterisk follows results filed as active; i = inactive; ? = inconclusive; / = not tested or not shown.
SMILES,West Nile virus CPE,Myeloid diff 2,Myeloid diff 2 GFP+ MAC1+ %,RSV CPE inhibition,Large T inhibition,PhoP inhibition,T cell modulator,T cell modulator vesicle-bound %,WT yeast gro inh,WT yeast gro inh mutant strain,b-catenin transl,b-catenin transl cell count 5 µM,Rac1 GTP hydrolysis
O=C(NC1CCCC1)C1CCN(S(=O)(=O)N2CCCCC2)CC1,/,i,8.0,1.6%,5%,2%,i,31,3,-10,0.5,1408,8%
C=C(C)Cn1c(=O)c(NC(=O)c2ccccc2)c2n(c1=S)CCC2,0.1%,i,0.9,0.1%,12%,5%,i,25,-1,0,-0.7,1241,5%
O=C(NCCCn1ncc2ccccc21)c1cc(COc2c(F)cccc2F)on1,-1.2%,i,0.7,3.7%,6%,4%,i,25,26,13,0.3,1536,1%
O=[N+]([O-])c1ccc(S(=O)(=O)N2CCN(Cc3c[nH]c4ccccc34)CC2)cc1,0.3%,i,1.4,-0.5%,10%,23%,i,45,9,1,-1.8,1190,24%
CC1CCC(NC(=O)COC(=O)C2CC3CCCC(C2)C3=O)CC1 (stereo unspecified),/,i,0.6,0.5%,15%,-8%,i,45,/,/,/,/,0%
CCOc1ccc(-n2nc3ccc(NC(=O)CC)cc3n2)cc1,-0.3%,i,0.3,3.7%,9%,2%,i,62,/,/,/,/,6%
COC(=O)C1=C(C)N=c2s/c(=C/c3ccoc3)c(=O)n2C1c1ccccc1 (stereo unspecified),-0.2%,i,0.7,6.3%,21%,2%,i,27,-3,-2,-1.1,1176,14%
CCOC(=O)C1CCN(c2c([N+](=O)[O-])c(C(Cl)Cl)nn2-c2ccccc2)CC1,0.4%,i,0.5,0.3%,12%,5%,i,43,33,15,-1.9,1040,4%
COc1ccc(CNC(=O)/C=C/c2ccc(S(=O)(=O)N3CCOCC3)cc2)cc1,-0.1%,i,0.8,3.4%,0%,6%,i,5,-7,-10,-0.6,1088,4%
Cc1ccc(N(CCC(=O)O)S(=O)(=O)c2ccccc2)cc1,-0.2%,i,0.2,1.8%,1%,-6%,i,35,25,-6,1.2,925,1%
CCCCCCC/C=N/Nc1nnc(Cc2ccccc2)c(=O)[nH]1,-0.1%,i,0.3,0.8%,-6%,18%,i,10,/,/,/,/,6%
CCOC(=O)c1nnn(-c2nonc2N)c1COc1c(C=O)cccc1OC,-0.1%,i,1.4,6.3%,4%,-7%,i,33,16,15,-4.1,1001,19%
Cn1c(=O)c2c(nc(CN3CCN(c4cccc(Cl)c4)CC3)n2CCc2ccccc2)n(C)c1=O,-0.2%,i,1.2,?,/,/,i,3,/,/,/,/,6%
Cc1cccc(OCC(=O)NCc2nc(-c3ccccc3)no2)c1,-0.4%,i,1.0,2.4%,4%,0%,i,70,/,/,/,/,5%
COc1ccccc1-c1nc2ccccc2c(=O)n1O,-0.1%,i,0.4,2.0%,6%,-8%,i,61,/,/,/,/,3%
NS(=O)(=O)c1ccc(NC(=S)NC(=O)c2cccs2)cc1,-0.2%,i,0.6,-0.2%,4%,-4%,i,57,/,/,-2.4,1364,10%
COc1ccc(-c2csc(NC(=O)Cc3cccc4ccccc34)c2C(=O)O)cc1,/,i,0.2,/,19%,-2%,/,/,2,-1,-0.6,1045,9%
COC(=O)N/N=C/c1cn(Cc2ccc(Cl)cc2Cl)c2ccccc12,-1.0%,i,0.2,1.4%,0%,7%,i,36,0,-13,0.8,480,7%
CC(=O)Nc1ccc(N2CCCC(C)C2)c([N+](=O)[O-])c1 (stereo unspecified),-0.1%,i,0.2,2.3%,2%,3%,i,66,21,25,-4.8,1115,-8%
O=C(O)CSc1cnc2ccccc2n1,-0.1%,i,0.9,0.1%,28%,-21%,i,20,7,-3,/,/,0%
CC[C@H](C)[C@H](NC(=O)OCc1ccccc1)C(=O)OCC(=O)Nc1ccc(N2CCOCC2)cc1,/,i,0.7,-1.1%,3%,2%,i,55,/,/,/,/,8%
CCSc1ncc(Cl)c(C(=O)Nc2ccc(S(=O)(=O)Nc3ncccn3)cc2)n1,-0.5%,i,7.3,2.9%,11%,-11%,i,30,/,/,/,/,5%
COc1ccccc1NC(=O)CNC(=O)c1ccccc1C,0.0%,i,1.4,2.8%,0%,8%,i,51,-11,-1,/,/,8%
Cc1cc(-c2cc(C(=O)O)c3ccccc3n2)c(C)s1,0.0%,i,0.4,-0.4%,4%,-4%,i,51,2,-8,-0.8,1341,9%
Cc1[nH]c2ccc(F)cc2c(=O)c1SC(F)(F)C(F)C(F)(F)F (stereo unspecified),-0.9%,i,0.3,1.8%,5%,9%,i,5,-7,5,/,/,8%
# (more compounds)
SMILES,West Nile virus CPE,Myeloid diff 2,Myeloid diff 2 GFP+ MAC1+ %,RSV CPE inhibition,Large T inhibition,PhoP inhibition,T cell modulator,T cell modulator vesicle-bound %,WT yeast gro inh,WT yeast gro inh mutant strain,b-catenin transl,b-catenin transl cell count 5 µM,Rac1 GTP hydrolysis
COC(=O)CSc1nnc2n(-c3ccc(OC)cc3)c(=O)c3c4c(sc3n12)CCCCC4,0.8%,i,0.5,0.4%,?,4%,i,34,-1,-9,-6.7,1044,7%
Cc1cc(C(=O)NCCC2=CCCCC2)no1,1.6%,i,1.0,/,1%,-6%,i,27,-2,-23,-0.7,1044,7%
Cc1csc2ncc(C(=O)NCc3ccc4c(c3)OCO4)c(=O)n12,-0.4%,/,/,0.5%,/,/,i,30,/,/,-1.1,1103,/
O=C(Cn1cnc2sc3c(c2c1=O)CCCC3)NCC(=O)Nc1ccccc1F,-0.5%,i,3.2,1.1%,11%,-9%,i,34,/,/,/,/,-29%
CC(C)(C)c1cc(N/C=C\c2nnnn2-c2ccc(Br)cc2)no1,-0.6%,i,0.9,0.9%,4%,1%,i,8,-3,0,5.2,443,4%
Clc1ccc(Cc2nnc(-c3cccs3)o2)cc1,/,i,3.4,2.6%,6%,2%,i,67,15,-1,3.5,556,4%
Cc1ccccc1Nc1nc(N)nc(COC(=O)c2cccc(S(=O)(=O)N(C)c3ccccc3)c2)n1,0.0%,i,0.5,3.3%,3%,14%,i,23,24,13,-1.1,978,7%
CN(C)c1nc(=S)nc(NCc2ccccc2)[nH]1,-0.2%,i,1.3,-2.5%,2%,1%,i,46,-12,1,-0.7,1001,8%
COCCN(C(=O)CC1OC(=O)c2ccccc21)c1c(N)n(Cc2ccccc2)c(=O)[nH]c1=O (stereo unspecified),/,i,0.8,0.4%,/,/,i,27,/,/,/,/,4%
O=C(Cn1nnc2ccccc21)NNC(=S)NC1CCCCC1,0.0%,i,0.6,0.5%,8%,-6%,i,39,-8,-13,-1.2,985,-5%
COc1cc(-c2nc3ccccn3c2/N=C/c2ccccc2)ccc1O,0.6%,i,3.6,-1.0%,35%,-5%,i,25,8,4,-0.2,1376,?
COC(=O)c1ccc(-n2nnnc2SCC(=O)NCc2cccc(C(=O)O)c2)cc1,0.5%,i,1.0,0.2%,13%,2%,i,22,-5,0,-1.4,1186,2%
O=C(NCC(c1ccc(F)cc1)N1CCOCC1)c1cccc(Br)c1 (stereo unspecified),-0.7%,i,0.4,0.4%,6%,1%,i,40,13,2,-1.5,1175,0%
COc1ccc(C)cc1NC(=O)NNC(=O)C(C)Oc1ccc(F)cc1Cl (stereo unspecified),2.7%,i,0.3,1.8%,7%,0%,i,66,/,/,/,/,7%
COc1cccc2c1Oc1ncccc1N(C(=O)CCC(=O)NCc1ccc(F)cc1)C2,0.2%,i,1.9,1.1%,6%,7%,i,36,/,/,/,/,/
NC(=O)CC(NC(=O)Cc1cccc2ccccc12)c1ccc(N2CCCCCCC2)c([N+](=O)[O-])c1 (stereo unspecified),-0.7%,i,0.5,3.6%,22%,1%,i,23,/,/,/,/,5%
COc1cc(NC(=O)CN(c2cc(C)cc(C)c2)S(=O)(=O)c2c(C)[nH]c(=O)[nH]c2=O)cc(OC)c1,-0.1%,i,1.5,3.3%,7%,4%,i,40,/,/,/,/,9%
O=C(NCCc1ccccc1)c1cccs1,-0.2%,i,0.7,1.3%,4%,8%,i,51,7,14,/,/,4%
C#CCOCCOCCOCCNc1nc(N2CCN(C(=O)[C@H]([C@@H](C)O)n3cc(CCCCN)nn3)CC2)nc(N2CCN(C(=O)[C@H](CCCCN)n3cc(CCC(=O)O)nn3)CC2)n1,/,i,0.2,1.4%,5%,/,i,6,/,/,/,/,6%
N#Cc1c(N)nc(-c2ccccc2)nc1-c1ccccc1,?,i,1.0,3.9%,16%,-13%,i,44,-11,-5,-1.7,782,-2%
CCn1ncc(Cl)c1C(=O)NC(=S)Nc1c(C)cc(C)cc1[N+](=O)[O-],-1.5%,i,1.0,3.3%,2%,8%,i,38,36,9,-2.4,561,3%
COc1cc2c(cc1OC)C1=NC(=O)CN1C(SCc1ccccc1C)=N2,-1.1%,i,2.4,9.6%,4%,9%,i,44,-14,3,/,/,10%
COC(=O)Cc1c(C)c2ccc(OCC(=O)c3ccc(OC)c(OC)c3)cc2oc1=O,0.0%,/,/,-0.2%,14%,/,i,39,/,/,/,/,/
CCN(CC)C(=O)Cn1cc(S(=O)(=O)CC(=O)N2CCCCCC2)c2ccccc21,-0.2%,i,0.4,0.7%,9%,-7%,i,42,-6,7,-1.4,1078,5%
Cc1ccc(C(=O)Nc2ncccc2C)cc1S(=O)(=O)N1CCCCC1,/,i,0.4,1.2%,11%,2%,i,14,/,/,/,/,3%
CCOC(=O)C1(CC2CCCCO2)CCN(C(=O)NCc2ccccc2)CC1 (stereo unspecified),-0.8%,i,0.6,0.8%,21%,0%,i,53,-9,4,2.3,1136,10%
